# CCT modulator = modulators of cytosolic chaperonin (CCT/TRiC) activity | purified chaperonin ATPase assay, HTRF ADP detection, 30 min | activity change, % (test concentration not listed), hits read low | 360,000 tested, 0.3% active | AID 651819; in the data active = activity change below about -30%; also: % is scaled to controls: 0 for no effect and ±100 for the full control effect
#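 Nucleotide hydrolysis assay: TRiC at 20–40 nM final (set by batch activity) with 10 uM ATP, 30 min at 37 °C, in presence of 76 uM compound. Detection by competitive ADP HTRF, 30 min ambient.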
# DRD3 antagonist = blocks the human D3 dopamine receptor; 360,000 tested, 2.5% active; AID 652054; D3R cells, DiscoveRx beta-arrestin luminescence, antagonist mode; stronger effect = lower value; max response, negative = inhibition, %; P35462; in the data active = max response below about -50%; inconclusive = no clear call, values can overlap the other calls; also: % is scaled to controls: 0 for no effect and ±100 for the full control effect; mostly tested at two doses, the higher about 12 µM
#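 Cells plated overnight at 1500 cells/well, then exposed to library compounds with dopamine controls for 90 minutes at 37 degrees C. DiscoveRx reagent added for 30–60 minutes at room temperature; luminescence read, quantitative HTS format.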
# pAkt inh = blocks phosphorylation of Akt. Neuro2A IGF-stimulated pAkt S473 HTRF, 20 min; stronger effect = lower value. activity change, % for hits at 50 µM. 360,000 tested, 0.32% active; in the data active = activity change below about -80%; inconclusive = mostly about -51% to -80%; also: % is scaled to controls: 0 for no effect and ±100 for the full control effect
#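 Neuro2A cells (4,500/well, DMEM with 0.5% FBS) were treated with compound at a single 50 µM final concentration, stimulated with 6 nM IGF for 20 min at 37 °C, and lysed. Phospho-Akt Ser473 was read by HTRF as 665/615 ratio ×10^4.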
# EPAC2 ag = EPAC2 (human) agonism. Q8WZA2. EPAC2 activation, biochemical qHTS; response scale: 100% = 6.5 mM cAMP response. Potency, µM (top dose mostly 154 µM), inactives show at the highest dose activation, usual class: activators. 360,000 tested, 0.079% active. AID 720711; also: potency is read from the fitted curve at half-maximal effect; nearly all actives have a fitted effect of over 50% in size
# Target sequence (Q8WZA2 whole entry, looked up): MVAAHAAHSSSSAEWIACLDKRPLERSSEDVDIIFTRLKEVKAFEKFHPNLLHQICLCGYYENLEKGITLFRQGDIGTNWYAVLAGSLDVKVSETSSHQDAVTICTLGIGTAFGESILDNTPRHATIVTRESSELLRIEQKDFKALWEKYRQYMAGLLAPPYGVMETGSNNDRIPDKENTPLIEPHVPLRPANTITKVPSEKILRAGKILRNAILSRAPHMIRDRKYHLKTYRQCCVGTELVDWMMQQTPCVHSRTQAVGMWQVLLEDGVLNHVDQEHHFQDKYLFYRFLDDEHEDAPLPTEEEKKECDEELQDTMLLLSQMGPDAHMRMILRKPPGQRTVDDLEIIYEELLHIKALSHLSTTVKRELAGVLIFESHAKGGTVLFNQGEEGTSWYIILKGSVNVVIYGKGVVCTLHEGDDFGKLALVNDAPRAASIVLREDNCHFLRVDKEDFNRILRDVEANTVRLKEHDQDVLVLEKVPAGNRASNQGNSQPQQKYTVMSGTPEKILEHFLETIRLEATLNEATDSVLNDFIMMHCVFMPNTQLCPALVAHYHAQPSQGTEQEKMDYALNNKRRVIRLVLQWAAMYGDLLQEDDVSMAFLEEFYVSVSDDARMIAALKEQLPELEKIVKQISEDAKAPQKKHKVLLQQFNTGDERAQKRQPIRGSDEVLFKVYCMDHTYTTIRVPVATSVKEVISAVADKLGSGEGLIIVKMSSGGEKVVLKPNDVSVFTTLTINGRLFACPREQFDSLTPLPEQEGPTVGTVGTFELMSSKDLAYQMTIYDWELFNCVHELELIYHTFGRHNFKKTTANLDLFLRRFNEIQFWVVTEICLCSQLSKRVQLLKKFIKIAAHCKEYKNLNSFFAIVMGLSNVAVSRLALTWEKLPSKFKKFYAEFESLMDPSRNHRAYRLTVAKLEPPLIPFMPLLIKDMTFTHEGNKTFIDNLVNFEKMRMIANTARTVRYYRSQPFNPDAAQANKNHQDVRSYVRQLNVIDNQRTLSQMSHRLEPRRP
#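 Readout is BODIPY fluorescence (480 nm excitation, 540 nm emission), which falls as labeled GDP is exchanged off Rap1B. EPAC2 at 100 nM acted on 250 nM RAP1B-BODIPY-GDP with 50 uM GDP present.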
# EPAC2 antagonist = blocks human EPAC2 exchange factor | AID 720708 | Potency, µM (top dose mostly 114 µM), for the others: at the highest dose activity, negative = inhibition, hits mostly inhibitors | EPAC2 GEF exchange of Rap1B-BODIPY-GDP, fluorescence | 360,000 tested, 0.18% active | Q8WZA2; also: potency is read from the fitted curve at half-maximal effect; % is scaled to controls: 0 for no effect and ±100 for the full control effect; nearly all actives have a fitted effect of over 45% in size; many of its hits are not listed in these tables
# DRD3 agonist = D3 dopamine receptor (human) agonism; P35462; D3R DiscoveRx beta-arrestin cells, luminescence, 90 min; max activation, %; 410,000 tested, 0.58% active; in the data active = max activation above about 30%; also: 0% is about no effect; mostly tested at two doses, the higher about 12 µM
#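 Agonist-mode cell screen: cells plated at 1500/well and incubated overnight at 37 °C, then exposed to library compounds for 90 min at 37 °C. Detection reagent was added for 30–60 min at room temperature, and luminescence was read.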
# Mm-Cpn inhibitor = inhibitors of Methanococcus maripaludis chaperonin (MmCpn). purified Mm-Cpn ATPase, ADP Transcreener TR-FRET. Potency, µM (top dose mostly 76.9 µM), without a hit: at the top dose activity, negative = inhibition, actives largely listed as inhibitors. 330,000 tested, 0.031% active; also: potency is read from the fitted curve at half-maximal effect; % is scaled to controls: 0 for no effect and ±100 for the full control effect; nearly all actives have a fitted effect of over 80% in size
#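 Compound-treated chaperonin, 25 nM final, turns over 10 uM ATP at 37°C for 30 min following a 10 min preincubation; ADP generated competes with ADP-d2 for Eu-cryptate antibody, lowering FRET.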
# PTHR1 agonist = activates the human parathyroid hormone receptor PTHR1; Q03431; HEK293 GP2 PTHR1 cells, GloSensor cAMP luminescence, 1 h; Potency, µM (titrated, usually from 115 µM), inactives show at the highest dose activation, usual class: activators; 410,000 tested, 0.075% active; AID 743266; also: potency is read from the fitted curve at half-maximal effect; nearly all actives have a fitted effect of over 55% in size; some results filed as inactive show a strong effect at the top dose; inactives centre near -15; many of its hits are not listed in these tables
#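 HEK-293-derived GP2 cells expressing PTHR1 and a GloSensor cAMP reporter, 3,000/well, plated overnight, given luciferin plus IBMX (each 0.5 mM as added) for 1 h at 37 °C, then compound for 1 h at 37 °C. Luminescence was read after 15 min at room temperature.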
# * hit, by the source's call; i = inactive; ? = inconclusive; nt = no result given; [ ] = another dose, or the depositor's remark. Unless noted, calls follow the shape of the dose curve; as a rule, active = well fitted curve in the direction sought with a large enough effect; inconclusive = small, poorly fitted or top-dose-only effect, or another doubt; inactive = no such curve, though single readings can be large; an effect the other way counts as inactive or inconclusive.
1: CCC(=O)Nc1ccc(N2CCOCC2)c(S(=O)(=O)Nc2ccc(Cl)cc2)c1
2: Cc1ccccc1OCC(=O)N/N=C/c1c(C)nn(-c2ccccc2)c1Cl
3: Cc1noc(C)c1C(=O)N1CCCC(C(=O)c2ccc(Cl)cc2)C1 (configuration not stated)
4: CCOc1cc(/C=C/C(=O)NCCc2ccc(S(N)(=O)=O)cc2)ccc1OCC(C)C
5: Cn1ccnc1SCC(=O)Nc1sccc1C#N
6: COc1cccc(C2[C@H](C)C3(CCN2C)OCCO3)c1 (some centres not stated)

assay / entry,1,2,3,4,5,6
CCT modulator,0.8,-0.2,0.7,2.2,-2.5,-0.8
DRD3 antagonist,2,-1,-12,15,-9,8
pAkt inh,i,i,i,i,i,i
EPAC2 ag,22%,3%,7%,-16%,13%,2%
EPAC2 antagonist,-1%,0%,0%,?,-1%,-10%
DRD3 agonist,3,-4,-11,5,-12,-15
Mm-Cpn inhibitor,-5%,1%,-1%,0%,-2%,1%
PTHR1 agonist,-5%,-5%,i,-7%,i,i

7: COc1ccc(C)cc1NC(=O)CCS(=O)(=O)c1cccc2nonc12
8: NC(=O)N/N=C/c1ccccc1OC(=O)c1cc2ccccc2oc1=O
9: COc1cccc(C(=O)Cn2c(N3CCCCC3)nc3c2c(=O)n(C)c(=O)n3C)c1
10: N#CCC(=O)Nc1ccc(C(=O)OCC(=O)Nc2ccccc2-c2ccccc2)cc1
11: C=CCc1cccc(C=Nc2c[nH]c(=O)[nH]c2=O)c1O
12: COc1ccc(C(=O)Cn2c(=O)oc3ccc(C)cc32)cc1

assay / entry,7,8,9,10,11,12
CCT modulator,0.4,-4.8,-2.0,1.0,2.0,-12
DRD3 antagonist,-7,-57*,-17,17,2,1
pAkt inh,i,i,i,i,i,i
EPAC2 ag,2%,14%,4%,13%,-5%,9%
EPAC2 antagonist,-6%,-9%,-3%,2%,10%,-18%
DRD3 agonist,-1,-6,6,1,12,-1
Mm-Cpn inhibitor,1%,2%,-4%,-11%,0%,0%
PTHR1 agonist,i,i,i,-17%,i,i

# Compounds shown so far that have sulfur:
1: CCC(=O)Nc1ccc(N2CCOCC2)c(S(=O)(=O)Nc2ccc(Cl)cc2)c1
4: CCOc1cc(/C=C/C(=O)NCCc2ccc(S(N)(=O)=O)cc2)ccc1OCC(C)C
5: Cn1ccnc1SCC(=O)Nc1sccc1C#N
7: COc1ccc(C)cc1NC(=O)CCS(=O)(=O)c1cccc2nonc12

assay / entry,1,4,5,7
CCT modulator,0.8,2.2,-2.5,0.4
DRD3 antagonist,2,15,-9,-7
pAkt inh,i,i,i,i
EPAC2 ag,22%,-16%,13%,2%
EPAC2 antagonist,-1%,?,-1%,-6%
DRD3 agonist,3,5,-12,-1
Mm-Cpn inhibitor,-5%,0%,-2%,1%
PTHR1 agonist,-5%,-7%,i,i

# More records:
13: O=[N+]([O-])c1ccc(C(O)C(CO)NC(=S)Nc2ccccc2)cc1 (configuration not stated)
14: Cc1ccc(NC(=O)COC(=O)CN2C(=O)c3ccccc3C2=O)cc1S(=O)(=O)N(C)C
15: COc1cccc(C(=O)NCCSCc2c(F)cccc2Cl)c1
16: COc1cc(Br)cc(CN2CCN(C=O)CC2)c1O
17: COC(=O)c1nn(-c2ccc(OC)cc2)c(=O)c2c(N)sc(C)c12
18: CSc1ccc(Cl)c(C(=O)OCC(=O)NC2CC2)c1

assay / entry,13,14,15,16,17,18
CCT modulator,0.2,-0.1,-5.0,-1.1,0.2,-3.0
DRD3 antagonist,-9,20,21,-24,8,-24
pAkt inh,i,i,i,i,i,i
EPAC2 ag,5%,-1%,11%,2%,-5%,-1%
EPAC2 antagonist,-2%,5%,-3%,11%,12%,-3%
DRD3 agonist,-2,-1,2,1,-1,2
Mm-Cpn inhibitor,0%,-2%,0%,0%,0%,1%
PTHR1 agonist,i,i,i,i,i,i

19: Cc1c(CCC(C)C)c(=O)n2c([nH]c3ccccc32)c1C#N
20: Cc1ccc2nc(NC(=O)c3ccco3)sc2c1
21: Nc1c(N(CCCO)C(=O)CCCN2C(=O)c3cccc4cccc(c34)C2=O)c(=O)[nH]c(=O)n1Cc1ccccc1
22: COc1ccc(-c2nc3c(C)cc(Br)cn3c2Cc2cccc(Cl)c2)cc1OC
23: Cc1cc(C)cc(OCC(=O)NNC(=O)CCN2C(=O)c3ccccc3C2=O)c1
24: COc1ccc(-n2nc(C(=O)c3cccs3)cc(-c3nc4ccccc4[nH]3)c2=N)cc1

assay / entry,19,20,21,22,23,24
CCT modulator,1.7,3.5,-1.1,0.3,0.1,-2.0
DRD3 antagonist,10,-7,-9,15,0,-56*
pAkt inh,nt,i,i,i,i,i
EPAC2 ag,-1%[15.6 µM],-10%,4%,11%,-4%,7%
EPAC2 antagonist,3%,5%,12%,1%,10%,-14%
DRD3 agonist,6,-10,-13,2,-13,-6
Mm-Cpn inhibitor,0%,?,nt,nt,1%,-1%
PTHR1 agonist,-29%[57.5 µM],-86%,-15%,-16%,i,i

25: CCOc1ccc2c(c1)OC(c1ccc(C)cc1)(C(F)(F)F)NC2=O (configuration not stated)
26: COc1ccc(Cl)cc1NC(=O)NCc1ccco1
27: CCCCCCOC(=O)C(C#N)c1nc2ccccc2nc1N1CCOCC1 (configuration not stated)
28: NC(=O)c1cccc(-c2cccc(OC(=O)NC3CCCCC3)c2)c1
29: COC(=O)CSc1nnc(CNC(=O)c2ccccc2F)n1-c1ccccc1
30: Cc1ccccc1NC(C)C(=O)N/N=C/c1c[nH]c2ccccc12 (configuration not stated)

assay / entry,25,26,27,28,29,30
CCT modulator,-2.8,0.5,-0.8,-1.2,-24,-2.3
DRD3 antagonist,0,-5,6,-1,-9,-11
pAkt inh,i,i,i,i,i,i
EPAC2 ag,2%,0%,-1%,8%,4%,-3%
EPAC2 antagonist,-9%,-6%,?,4%,17%,1%
DRD3 agonist,-9,-1,1,1,5,-2
Mm-Cpn inhibitor,0%,4%,-1%,-4%,1%,-4%
PTHR1 agonist,i,i,-8%[57.5 µM],i,-24%,-11%

31: CCOC(=O)C1CCN(C(=O)CCCn2nc(CC)n3c(cc4occc43)c2=O)CC1
32: CC(C)NCc1cc(Br)ccc1OCc1ccccc1
33: COc1ccc(CN2CCNC(=O)C2CC(=O)NCCN2CCCCC2=O)c(F)c1 (configuration not stated)
34: O=C(CSc1nnc(-c2ccncc2)n1Cc1ccco1)OC1CCCCC1
35: O=C([C@H]1O[C@@H](n2ccc(=O)[nH]c2=O)[C@H](O)[C@@H]1O)N1CCC(F)(F)CC1
36: COc1ccc(NS(=O)(=O)c2cc(NC(=O)c3cccs3)ccc2N2CCOCC2)cc1

assay / entry,31,32,33,34,35,36
CCT modulator,-2.0,2.7,2.2,0.3,-2.8,-1.6
DRD3 antagonist,12,-10,-21,12,4,3
pAkt inh,i,i,i,nt,i,i
EPAC2 ag,3%,2%,-1%,-3%,-2%,15%
EPAC2 antagonist,5%,0%,-17%,17%,11%,2%
DRD3 agonist,1,-18,-7,-5,9,-9
Mm-Cpn inhibitor,1%,0%,4%,1%,nt,3%
PTHR1 agonist,0%,i,-24%,-16%[57.5 µM],-16%,-12%

37: CCOC1Cc2ccccc2N(C(N)=O)c2ccccc21 (configuration not stated)
38: COCCSc1ccccc1C(=O)N1CCOCC1
39: O=C(c1ccccc1Cl)N1CCN(c2ncccn2)CC1
40: COc1ccc(N2CC(C(=O)Nc3nnc(SCC(=O)NCC4CCCO4)s3)CC2=O)cc1 (configuration not stated)
41: COC(=O)c1sc2cc(=O)n(-c3cccc(C(F)(F)F)c3)nc2c1O
42: O=C1NC(Cc2ccc(O)cc2)c2nc3cc(F)c(F)cc3c(=O)n2-c2ncccc21 (configuration not stated)

assay / entry,37,38,39,40,41,42
CCT modulator,-1.3,-1.1,0.8,-0.7,-2.6,-0.7
DRD3 antagonist,-20,6,6,-24,3,-17
pAkt inh,i,i,i,i,i,i
EPAC2 ag,3%,14%,4%,14%,-4%,4%
EPAC2 antagonist,4%,-1%,1%,-4%,0%,2%
DRD3 agonist,11,-2,16,-7,-2,0
Mm-Cpn inhibitor,-2%,-2%,nt,nt,-2%,nt
PTHR1 agonist,i,-12%,i,9%,-23%,-57%[inhibitor]

43: O=C(COC(=O)c1ccccc1Br)Nc1ccccc1F
44: CCN1CCN(Cc2ccc(NC(=O)c3cc(NC(=O)c4ccc5n[nH]nc5c4)cc(OC)c3)cc2C(F)(F)F)CC1
45: CCOC(=O)N1CCN(c2cc(C)nc3nc(C)nn23)CC1
46: COc1ccc(C(=O)O)cc1F
47: O=C(Nc1cccc(Oc2ccccc2)c1)C1Cc2c(-c3ccccc3)ccnc2O1 (configuration not stated)
48: C=CCOc1c(Br)cc(CNCCCN2CCOCC2)cc1OC

assay / entry,43,44,45,46,47,48
CCT modulator,-0.1,-2.9,0.8,-0.1,-0.4,0.5
DRD3 antagonist,-20,0,15,18,?,1
pAkt inh,i,i,i,i,i,i
EPAC2 ag,10%,-4%,8%,-1%,2%,2%
EPAC2 antagonist,-4%,26%,2%,13%,-13%,-3%
DRD3 agonist,-4,4,2,-2,-12,2
Mm-Cpn inhibitor,-1%,1%,0%,1%[15.4 µM],nt,-2%
PTHR1 agonist,i,i,-24%,-5%,-26%,i

49: COc1cc(Cl)c(C)cc1NC(=O)Cn1c(NCCO)nc2ccccc21
50: CC(=O)c1c(C)n(-c2ccc(Cl)cc2)c2ccc(O)cc12
51: CNc1ccccc1C(C)(C)c1cc(-c2cc(C)cc(C)c2)no1
52: Oc1cc(CNC2CCCCC2)c(O)cc1CNC1CCCCC1
53: CCOC(=O)c1[nH]c(C)c(/C(O)=C2\C(=O)C(=O)N(CCCN3CCOCC3)C2c2cccs2)c1C (configuration not stated)
54: O=C1CC(CCC(=O)NC2CC2)c2ccccc2N1 (configuration not stated)
55: COc1cccc(CN(c2ccc3c(c2)CCC3)S(=O)(=O)c2ccc(-n3cnnn3)c(OC)c2)c1

assay / entry,49,50,51,52,53,54,55
CCT modulator,-1.6,1.5,-1.3,-3.3,-2.7,-3.5,-2.6
DRD3 antagonist,-23,0,?,-13,-16,19,?
pAkt inh,i,i,i,i,i,i,i
EPAC2 ag,1%,6%,0%,-2%,10%,-1%,6%
EPAC2 antagonist,14%,-1%,-7%,0%,0%,-1%,0%
DRD3 agonist,-5,-6,-13,-10,-3,7,1
Mm-Cpn inhibitor,0%,-4%,-1%,nt,-2%,2%,2%
PTHR1 agonist,-1%,i,i,i,-1%,i,i

# Screening data deposited in PubChem by National Center for Advancing Translational Sciences (NCATS).

# This is a subset, so the mix of outcomes need not match the whole.
